Bioassay records: PubChem, National Center for Advancing Translational Sciences (NCATS)
aSyn yeast inh: rescues yeast growth from alpha-synuclein toxicity; Potency, µM (highest dose often 46.1 µM), for the others: at the top dose growth rescue (activation), usual class: activators; Yeast expressing alpha-synuclein, growth rescue, BacTiter-Glo, 24 h; 370,000 compounds, 0.14% hits; further: potency means the concentration at half of the fitted maximal effect; % of control where 0% means no effect; nearly all actives have a fitted effect of over 65% in size
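Rescue of yeast growth: cells expressing toxic alpha-synuclein, induced in galactose at OD600 0.02, incubated with compound 24 h at 30 C. ATP luminescence quantified growth; inhibitors of toxicity appear as activators.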
DRD3 antagonist: D3 dopamine receptor (human) antagonism. P35462. 360,000 compounds, 2.5% hits. D3R cells, DiscoveRx beta-arrestin luminescence, antagonist mode; stronger effect = lower value. AID 652054. max response, negative = inhibition, %; in the data active means max response below about -50%; inconclusive means no clear call, values can overlap the other calls; further: on the % scale 0 is the no-effect control and ±100 the full control effect; mostly tested at two doses, the higher about 12 µM
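Cells plated overnight at 1500 cells/well, then exposed to library compounds with dopamine controls for 90 minutes at 37 degrees C. DiscoveRx reagent added for 30–60 minutes at room temperature; luminescence read, quantitative HTS format.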
FUS yeast rescue: suppressors of FUS proteinopathy in yeast. S. cerevisiae FUS-expressing, growth rescue, OD600, 24 h. Potency, µM (series often up to 76.6 µM), inactives show top-dose growth rescue (activation), usual class: activators. 390,000 compounds, 0.24% hits;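 further: potency means the concentration at half of the fitted maximal effect; plate controls were DMSO vehicle for no effect and reference control for full effect; nearly all actives have a fitted effect of over 55% in size; some results filed as inactive show a strong effect at the top dose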
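Toxicity suppression screen in FUS-yeast. Cells induced with 2% galactose, starting OD 0.005, treated 24hr at 30C with compounds at multiple final concentrations; growth by OD600.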
TDP-43 yeast inh: TDP-43 toxicity inhibition in yeast | TDP-43 expressing yeast growth rescue, BacTiter-Glo, 24 h | Potency, µM (titrated, usually from 46.1 µM), for inactives: at the top dose growth rescue (activation), actives largely listed as activators | 410,000 compounds, 1.8% hits | AID 652104; further: potency means the concentration at half of the fitted maximal effect; % of control where 0% means no effect; nearly all actives have a fitted effect of over 50% in size
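Luminescence from BacTiter-Glo reports growth of TDP-43-expressing yeast after 24 hr at 30 deg C with compound. Cells were raffinose-pregrown to mid-log, then seeded in galactose medium at OD600=0.02.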
EPAC2 antag: blocks human EPAC2 exchange factor; Q8WZA2; Potency, µM (top dose mostly 114 µM), for the others: at the highest dose activity, negative = inhibition, hits mostly inhibitors; 360,000 compounds, 0.18% hits; AID 720708; EPAC2 GEF exchange of Rap1B-BODIPY-GDP, fluorescence; further: potency means the concentration at half of the fitted maximal effect; on the % scale 0 is the no-effect control and ±100 the full control effect; nearly all actives have a fitted effect of over 45% in size; many of its hits are not listed in these tables
Target sequence (Q8WZA2 whole entry, looked up): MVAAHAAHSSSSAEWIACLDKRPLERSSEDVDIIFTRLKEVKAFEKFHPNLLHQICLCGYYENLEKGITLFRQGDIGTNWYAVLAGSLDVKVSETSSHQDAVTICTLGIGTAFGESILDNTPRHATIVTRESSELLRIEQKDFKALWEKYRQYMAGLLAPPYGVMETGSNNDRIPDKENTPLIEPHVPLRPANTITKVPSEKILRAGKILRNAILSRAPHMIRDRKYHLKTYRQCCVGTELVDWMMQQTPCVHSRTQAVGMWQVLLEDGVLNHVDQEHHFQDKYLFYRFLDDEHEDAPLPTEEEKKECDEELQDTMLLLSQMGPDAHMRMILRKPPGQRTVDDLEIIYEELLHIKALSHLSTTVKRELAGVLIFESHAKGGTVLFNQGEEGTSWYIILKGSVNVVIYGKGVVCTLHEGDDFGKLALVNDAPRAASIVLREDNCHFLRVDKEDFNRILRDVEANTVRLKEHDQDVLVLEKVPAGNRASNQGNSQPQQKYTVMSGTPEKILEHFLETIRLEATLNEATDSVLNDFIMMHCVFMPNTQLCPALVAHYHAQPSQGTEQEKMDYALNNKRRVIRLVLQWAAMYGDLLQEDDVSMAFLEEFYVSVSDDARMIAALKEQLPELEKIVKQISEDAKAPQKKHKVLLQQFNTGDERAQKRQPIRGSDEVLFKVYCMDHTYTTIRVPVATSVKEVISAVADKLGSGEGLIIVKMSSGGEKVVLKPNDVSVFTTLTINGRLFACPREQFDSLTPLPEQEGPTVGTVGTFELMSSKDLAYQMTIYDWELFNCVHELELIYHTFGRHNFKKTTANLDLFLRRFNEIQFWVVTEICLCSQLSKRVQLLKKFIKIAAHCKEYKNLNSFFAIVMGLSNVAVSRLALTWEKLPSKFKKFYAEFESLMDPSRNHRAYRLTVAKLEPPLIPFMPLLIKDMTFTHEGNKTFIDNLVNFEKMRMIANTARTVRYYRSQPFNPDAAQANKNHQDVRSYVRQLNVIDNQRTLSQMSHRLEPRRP
Abeta yeast res: compounds reversing amyloid beta toxicity in yeast | yeast expressing A-beta42, growth rescue, OD600, 48 h; response scale: 0% DMSO, 100% iron-clioquinol control | Potency, µM (highest dose often 46.1 µM), inactives show at the highest dose growth rescue, usual class: activators | 410,000 compounds, 0.063% hits | AID 1347071; further: potency means the concentration at half of the fitted maximal effect; nearly all actives have a fitted effect of over 55% in size
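Growth rescue measured by 600 nm absorbance after 48 h yeast culture at 30 C with compound. Values normalized between DMSO and an equimolar ferric chloride plus clioquinol control.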
D3 ag: agonists of human D3 dopamine receptor; D3R DiscoveRx beta-arrestin cells, luminescence, 90 min; AID 652048; max activation, %; 410,000 compounds, 0.58% hits; in the data active means max activation above about 30%; further: 0% is about no effect; mostly tested at two doses, the higher about 12 µM
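Cells at 1500/well, incubated overnight, then treated with pinned compounds (dopamine as control) for 90 min at 37 degrees C. DiscoveRx reagent added for 30 - 60 minutes at room temperature; luminescence read.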
EPAC2 ag: agonists of human EPAC2 (RAPGEF4) | Q8WZA2 | EPAC2 activation, biochemical qHTS; response scale: 100% = 6.5 mM cAMP response | Potency, µM (titrated, usually from 154 µM), inactives show at the highest dose activation, most hits filed as activators | 360,000 compounds, 0.079% hits | AID 720711; further: potency means the concentration at half of the fitted maximal effect; nearly all actives have a fitted effect of over 50% in size
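Each well held 100 nM EPAC2, 250 nM RAP1B-BODIPY-GDP and 50 uM GDP. Fluorescence, read at 5-min intervals to 30 min, was referenced to a 6.5 mM cAMP positive control.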
Numbers without * were called inactive; ? = inconclusive; . = no result given; & = joins results of further samples; [ ] = another dose, or the depositor's remark. Unless noted, the call rests on the fitted dose curve; in most records, active means well fitted curve in the direction sought with a large enough effect; inconclusive means small, poorly fitted or top-dose-only effect, or another doubt; inactive means no such curve, though single readings can be large; an effect the other way counts as inactive or inconclusive.

SMILES	aSyn yeast inh	DRD3 antagonist	FUS yeast rescue	TDP-43 yeast inh	EPAC2 antag	Abeta yeast res	D3 ag	EPAC2 ag
COc1ccc(S(=O)(=O)N2CCOCC2)cc1NC(=O)c1cc2ccccc2o1	4%	14	42%	-7%	-11%	10%	4	14%
COC(=O)c1cc2sc(Cl)cc2n1Cc1nc(-c2ccccc2C)oc1C	.	.	1%	9%	.	-15%	4	.
O=C(CC(=O)N/N=C/c1c(F)cccc1Cl)NCCc1ccccc1	11%	10	-17%	17%	17%	-2%	0	-3%
CCOC(=O)c1ccc(S(=O)(=O)N2CCN(C(=O)c3cccc(S(=O)(=O)N4CC(C)OC(C)C4)c3)CC2)cc1 (stereo unspecified)	-18%	-10	?	9%	-4%	-3%	4	1%
O=C1NC[C@@H](Cc2ccc(O)cc2)N(CCc2cccc(F)c2)C1=O	-11%	1	-15%	-5%	-3%	-11%	1	9%
Cc1ccc(NC(=O)c2c(C)nc3sc(C(=O)Nc4ccc(F)cc4)c(N)c3c2-c2ccccc2Cl)c(C)c1	.	.	4%	15%	.	14%	9	.
CCOC(=O)[C@]12CCCC=C1N(CCC1=CCCCC1)C(=O)[C@H](CC(=O)NCc1cccc3ccccc13)C2	18%	6	40%	35µM*	-15%	?	-4	0%
CC(=O)Nc1sc2c(c1C(N)=O)CCCC2	-1%	21	-17%	12%	3%	16%	9	2%
Cc1cc2cc(CN(Cc3nnnn3C3CCCCC3)CC3CCCO3)c(=O)[nH]c2cc1C (stereo unspecified)	-4%	7	-15%	-14%	-11%	18%	2	-5%
O=C(CN1C(=O)NC2(CCCCC2)C1=O)N1CCN(S(=O)(=O)c2ccc(Cl)s2)CC1	-2%	0	13%	-6%	1%	5%	-9	13%

The last 3 entries of the part before open the next one.
SMILES	aSyn yeast inh	DRD3 antagonist	FUS yeast rescue	TDP-43 yeast inh	EPAC2 antag	Abeta yeast res	D3 ag	EPAC2 ag
CC(=O)Nc1sc2c(c1C(N)=O)CCCC2	-1%	21	-17%	12%	3%	16%	9	2%
Cc1cc2cc(CN(Cc3nnnn3C3CCCCC3)CC3CCCO3)c(=O)[nH]c2cc1C (stereo unspecified)	-4%	7	-15%	-14%	-11%	18%	2	-5%
O=C(CN1C(=O)NC2(CCCCC2)C1=O)N1CCN(S(=O)(=O)c2ccc(Cl)s2)CC1	-2%	0	13%	-6%	1%	5%	-9	13%
Cc1cccc2cc(CN(CC3CCCO3)C(=S)Nc3ccccc3)c(=O)[nH]c12 (stereo unspecified)	-4%	7	.	4%	1%	-13%	-11	8%
Cc1cc(C)n(S(=O)(=O)Cc2ccccc2)n1	-16%	-7	19%	-14%	5%	0%	3	-5%
COC(c1ccccc1)c1c(-c2ccccc2)nn(C)c1Cl (stereo unspecified)	-3%	0	12%	14%	-13%	-7%	-4	25%
CCC(C)N(C(=O)CSc1nncn1C)C1CCS(=O)(=O)C1 (stereo unspecified)	-2%	3	-21%	-18%	1%	-7%	4	-8%
CCCc1cc(=O)oc2c(C)c(OCC(=O)N3CCC(C(N)=O)CC3)ccc12	2%	14	3%	?	-4%	13%	11	-6%
COC(=O)c1ccc(=O)n(Cc2ccc3c(c2)OCO3)c1	-1%	8	-15%	-16%	9%	-15%	-9	0%[15.6 µM]
CCCc1nc2ccc(C)cn2c1Cc1ccc(OC)cc1C	7%	0	-3%	4%	3%	-21%	-13	8%
COc1ccc(Cl)cc1-c1cc(C(=O)Nc2cc(OC)c(OC)c(OC)c2)[nH]n1	-3%	106	?	0%	-13%	2%	5	6%
CN(C(=O)c1ccc(F)cc1)c1ccc(OCC(=O)Nc2ccccc2C(=O)O)cc1	-6%	54	4%	-8%	20%	-8%	27	10%
CC(C)Oc1cccc(C(=O)O)c1	19%	21	23%	21%	-2%	18%	5	-3%
CCN1CCN(c2ccc(S(=O)(=O)N3CCCCC3)cc2NC(=O)CC(NC(C)=O)c2ccccc2)CC1 (stereo unspecified)	-12%	2	13%	-17%	-4%	-10%	-8	13%
COc1cccc(CNC(=O)C2CCCN(S(=O)(=O)c3cccc4nonc34)C2)c1 (stereo unspecified)	-4%	4	-3%	-4%	-2%	7%	-2	7%
Fc1ccc(CN2CCSCC2)cc1F	8%	-3	-6%	9%	3%	-7%	2	1%
Cn1c(CNC(=O)c2ccccc2F)nnc1SCC(=O)Nc1nncs1	0%	1	-15%	-9%	-7%	-4%	-6	1%
COc1ccc(CCC(=O)NC2CC(=O)N(c3ccc(C)cc3)C2)cc1 (stereo unspecified)	.	.	-11%	0%	.	15%	71*	.
C=CC(=O)Oc1ccc(N2Cc3ccccc3C2=O)cc1	-78%[inhibitor]	-64*	10%	?	-3%	-83%[inhibitor]	-2	-4%
O=C(NCCN1CCCC1)c1ccc(Cl)cc1Cl	1%	?	-4%	8%	8%	-4%	-11	-2%
Cc1cnc(C(=O)Nc2ccc(C)c(S(=O)(=O)N3CCCCC3)c2)cn1	0%	4	.	15%	9%	1%	0	5%
CCOc1ccc(NC(=O)c2cc3ccccc3cc2OC)cc1	-8%	20	20%	10%	-19%	-5%	5	5%
COc1ccccc1CNC(=O)CN1C(=O)NC2(CCCCCC2)C1=O	0%	34	-1%	21%	13%	-8%	0	0%
COc1ccc(NC(=O)c2cc(C3CCCCN3S(=O)(=O)c3ccccc3)on2)c(C)c1 (stereo unspecified)	11%	2	43%	19%	-18%	22%	-10	6%
O=C(NC(=S)Nc1ccc(-c2ccccc2)cc1)c1ccccc1	14%	-23	-6%	-7%	-10%	8%	-11	8%
CCOC(=O)c1c(NC(=O)c2ccoc2C)sc(C(=O)N(C)C)c1C	5%	27	36%	21%	-2%	-16%	-2	-12%
CNC(=O)Oc1ccc2c(c1)[C@]1(C)CCN(C)C1N2C (stereo partly specified)	6%	-1	-15%	15%	9%	-8%	-9	2%
CCOC(=O)Nc1ccc(N2CCOCC2)c(S(=O)(=O)N2CCOCC2)c1	-2%	-9	.	-22%	-2%	4%	5	-6%
O=[N+]([O-])/C=C1\C=CC=CN1Cc1ccc(Cl)cc1	5%	13	3%	-13%	3%	0%	6	-3%
COC(C[C@@H](O)[C@@H](C)[C@H](O)COCc1ccccc1)OC	1%	13	-24%	6%	-5%	-8%	9	5%
COc1cccc(OCCOc2cccc(/C=N/n3cnnc3)c2)c1	9%	11	?	23%	-2%	2%	-6	0%
O=C(Cc1ccccc1)Nc1scc(-c2ccccc2)c1C(=O)N1CCOCC1	2%	16	9%	20%	-1%	-7%	3	-7%
COc1cc(/C=C/C(=O)OCC(=O)N2CCOCC2)ccc1OCC#N	2%	-2	1%	-18%	0%	-16%	2	-4%
CCC[C@H]1COCCS(=O)(=O)N1Cc1ccccc1F	11%	0	-22%	16%	-17%	4%	-3	4%
CC(NC(=O)CSc1ncnc2nc[nH]c12)c1ccccc1 (stereo unspecified)	0%	-21	13%	7%	-2%	8%	1	3%
Cc1ccc(C)c(NC(=O)N2CCC(N3CCN(Cc4ccc(F)cc4)C(=O)C3=O)CC2)c1	.	.	-3%	16%	.	0%	1	.
CC(C)NC(=O)CSc1nnc(CNC(=O)OC(C)(C)C)n1C	8%	-29	-10%	0%	-4%	-14%	1	9%
CCc1nn(CCCC(=O)NCc2ccc(C)cc2)c(=O)c2cc3occc3n12	-1%	-14	-15%&-7%	0%&23%	13%	-10%&4%	-3&4	2%
CCCCn1c(N)c(N(CCOC)C(=O)COC(=O)Cc2cccc(OC)c2)c(=O)[nH]c1=O	-6%	?	16%	24%	1%	16%	2	-2%
COc1ccc(CNC(=O)C2CCN(c3nc(-c4ccccc4)nc4c3CCC4)CC2)cc1	0%	16	.	-17%	6%	-15%	8	6%
CC(=O)/C(=C/c1ccccc1)C(=O)Nc1ccccc1C	?	?	-26%	2.5µM*	7%	-64%[inhibitor]	-2	13%
Cc1ccc2c(CN3CCN(Cc4ccc5c(c4)OCO5)CC3)cc(=O)oc2c1C	-5%	?	-6%	2%	-3%	-7%	-24	3%
COc1ccc(NC(=O)CSc2cn(CCNC(=O)c3ccc(OC)cc3)c3ccccc23)cc1	.	.	?	18%	.	-1%	6	.
COc1ccccc1C(=O)NNC(=S)NC(=O)c1sc2ccccc2c1Cl	?	-25	?	7%	14%	14%	2	-5%
COc1ccccc1NC1=NC(CO)(CO)CS1	-1%	-28	-2%	11%	-1%	6%	-4	6%
CC(=O)Nc1nonc1-c1nnc(SCC(=O)Nc2ccccc2)n1-c1ccccc1	.	.	-2%	0%[9.22 µM]	.	10%	-1	.
Oc1ccc(C[C@H]2CNC(=S)N2CC2CCCN2C[C@H](Cc2ccc(O)cc2)N2C[C@H](Cc3ccc(O)cc3)N(CC3CCCCC3)C2=S)cc1 (stereo partly specified)	-41%[inhibitor]	?	?	11µM*	6%	-5%	-48	7%
Cc1cc(C)c(S(=O)(=O)NNC(=O)C2CCN(Cc3ccccc3)CC2)c(C)c1	4%	-18	-10%	16%	-4%	5%	1	7%
O=C(CSc1ccccc1)NCCSCc1ccccc1	12%	-16	.	?	-1%	-8%	-5	3%
Cn1c(=O)oc2cc(S(=O)(=O)NCc3ccco3)ccc21	-3%	-7	-7%	19%	-1%	2%	-5	15%
O=C(CSc1nnc(-c2ccccc2F)n1C1CC1)N1CCCC1	5%	9	-40%	2%	-1%	0%	2	5%
Cc1ccc(Cn2cc(CN3CC(N4CCCC4)CS3(=O)=O)nn2)cc1 (stereo unspecified)	9%	24	-12%	0%	3%	2%	-5	4%
Cc1ccc(C(=O)CNc2ccccc2)cc1	12%	-17	-28%	8%	2%	-13%	7	4%
Following part
SMILES	aSyn yeast inh	DRD3 antagonist	FUS yeast rescue	TDP-43 yeast inh	EPAC2 antag	Abeta yeast res	D3 ag	EPAC2 ag
CC(C)C(NC(=O)COc1ccc2ccccc2c1)C(=O)N/N=C/C=C/c1ccccc1 (stereo unspecified)	-1%	-15	-2%	-17%	2%	-8%	8	-4%
Nc1nc(SCc2cccnc2)c2ncn(C3OC(CO)C(O)C3O)c2n1 (stereo unspecified)	-6%	-18	3%	-22%	6%	-10%	-8	5%
CCC1CCCCN1S(=O)(=O)c1ccccc1[N+](=O)[O-] (stereo unspecified)	2%	-3	12%	23%	-23%	4%	1	11%
COc1cc([C@@H]2C[C@H]3CN(c4ccccc4)C(=O)[C@]34CCCN24)cc(OC)c1OC	3%	5	7%	6%	4%	9%	4	11%
COc1cc(C(=O)NC(=S)NCc2ccco2)cc(OC)c1OC	1%	21	23%	-2%	-8%	5%	17	-7%

A portion of the library, so the mix of outcomes need not match the whole.
